# RXFP1 antagonist – blocks the human relaxin receptor RXFP1; Q9HBX9; HEK293-RXFP1, relaxin-stimulated cAMP HTRF, 30 min; hits give low values; activity change, negative = inhibition, % at 57.5 µM; hit rate 0.59% among 350,000; AID 1259400;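 active = activity change of -60% or lower, but not beyond a set lower limit; inconclusive = change between -60% and -40%, or beyond the set limit; inactive = change above -40%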; note: % is set by controls: 0 for no effect and ±100 for the full control effect
# BLM helicase inh – blocks DNA unwinding by human BLM helicase. recombinant BLM DNA unwinding, fluorescence dequenching. Potency, µM (doses to about 56.1 µM), for the others: at the top dose activity change, negative = inhibition, most hits filed as inhibitors. hit rate 0.2% among 350,000. AID 2528;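 note: potency is the fitted concentration of half-maximal effect; plate controls were vehicle for no effect and no enzyme for full effect; nearly all actives have a fitted effect of over 35% in size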
# Tb PGK inh – inhibitors of T. brucei phosphoglycerate kinase; P07378; PGK/GAPDH coupled, Kinase-Glo luminescence, 60 min; Potency, µM (top dose mostly 57.5 µM), for the others: at the highest dose activity change, negative = inhibition, usual class: inhibitors; hit rate 0.043% among 380,000; note: potency is the fitted concentration of half-maximal effect; % is set by controls: 0 for no effect and ±100 for the full control effect; nearly all actives have a fitted effect of over 60% in size
#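 Luminescent ATP detection (Kinase-Glo Plus) follows a 60-minute room-temperature incubation, with wells lacking PGK as controls. Buffer: 100 mM TEA (pH 7.6), 5 mM MgCl2, 0.01% Tween-20. Coupling enzyme GAPDH (100 nM final) supplies unstable 1,3-BPG in-well.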
# Pol iota inh – DNA polymerase iota (human) inhibition; Q9UNA4; Pol iota fluorescent replication assay, 10 min; Potency, µM (top dose mostly 115 µM), inactives show at the highest dose activity, negative = inhibition, most hits filed as inhibitors; hit rate 1% among 390,000; AID 588590; note: potency is the fitted concentration of half-maximal effect
# Target sequence (Q9UNA4 whole entry, looked up): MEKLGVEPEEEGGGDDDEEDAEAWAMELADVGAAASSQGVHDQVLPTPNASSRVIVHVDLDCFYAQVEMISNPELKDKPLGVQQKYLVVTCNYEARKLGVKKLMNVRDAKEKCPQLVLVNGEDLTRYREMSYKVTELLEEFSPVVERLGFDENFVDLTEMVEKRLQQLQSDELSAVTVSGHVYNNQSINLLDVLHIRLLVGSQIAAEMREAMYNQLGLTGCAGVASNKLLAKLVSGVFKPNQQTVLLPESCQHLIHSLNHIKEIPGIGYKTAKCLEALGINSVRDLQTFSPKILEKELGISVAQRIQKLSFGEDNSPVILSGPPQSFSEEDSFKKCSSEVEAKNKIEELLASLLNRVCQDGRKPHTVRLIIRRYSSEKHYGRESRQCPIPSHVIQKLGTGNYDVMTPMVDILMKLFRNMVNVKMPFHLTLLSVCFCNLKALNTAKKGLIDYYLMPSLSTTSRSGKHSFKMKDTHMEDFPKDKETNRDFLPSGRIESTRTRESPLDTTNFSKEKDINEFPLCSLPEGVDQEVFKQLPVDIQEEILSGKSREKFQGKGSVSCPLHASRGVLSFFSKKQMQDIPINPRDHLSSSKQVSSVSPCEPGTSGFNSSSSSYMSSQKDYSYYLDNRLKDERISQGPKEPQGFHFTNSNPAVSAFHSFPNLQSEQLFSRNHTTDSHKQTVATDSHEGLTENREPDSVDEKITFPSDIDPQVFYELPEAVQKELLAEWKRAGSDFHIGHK
#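 Fluorescent replication assay read twice, at 0 min and 10 min after adding 50 nM (final) substrate. Enzyme (10 nM) and compounds were first incubated 15 min at room temperature; enzyme-free buffer wells were negative controls.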
# POLB inh – inhibitors of human DNA polymerase beta | hit rate 1.3% among 340,000 | Potency, µM (series often up to 114 µM), for inactives: at the highest dose activity change, negative = inhibition, most hits filed as inhibitors | Pol beta primer extension/strand displacement, fluorescence kinetic | P06746; note: potency is the fitted concentration of half-maximal effect; % is set by controls: 0 for no effect and ±100 for the full control effect
#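 Human Pol beta at 10 nM; strand-displacement substrate 50 nM final. Compound exposure 15 min at room temperature before start, reaction 10 min at room temperature.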
# Anesthetic bind – candidate novel general anesthetic via apoferritin binding. P02791. apoferritin/1-aminoanthracene competitive binding, fluorescence. Potency, µM (highest dose often 77.5 µM), for the others: top-dose activity change, negative = displacement, actives largely listed as inhibitors. hit rate 0.074% among 350,000. AID 485281; note: potency is the fitted concentration of half-maximal effect; % is set by controls: 0 for no effect and ±100 for the full control effect; nearly all actives have a fitted effect of over 20% in size
#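 Concentration-response curves derived by four-parameter Hill fitting of normalized fluorescence, where compounds displaced 1-AMA from 10 uM horse apoferritin following a brief 10 min room-temperature incubation; propofol titration acted as positive control.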
# POLK inh – inhibitors of human DNA polymerase kappa. Potency, µM (titrated, usually from 107 µM), for inactives: at the highest dose activity, negative = inhibition, most hits filed as inhibitors. hit rate 0.53% among 400,000. purified Pol kappa, fluorescent DNA synthesis assay, 10 min. Q9UBT6; note: potency is the fitted concentration of half-maximal effect; % is set by controls: 0 for no effect and ±100 for the full control effect
#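 Inhibition of 10 nM Pol kappa is measured by a fluorescent read-out at 0 and 10 min following addition of 50 nM substrate (final), with a 15-min room-temperature compound preincubation.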
# POLH inh – blocks human DNA polymerase eta activity; Q9Y253; recombinant Pol eta, fluorescent DNA replication assay; Potency, µM (series often up to 114 µM), without a hit: at the top dose activity change, negative = inhibition, usual class: inhibitors; hit rate 1.2% among 390,000; AID 588591; note: potency is the fitted concentration of half-maximal effect; % is set by controls: 0 for no effect and ±100 for the full control effect
#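 Pol eta at 10 nM preincubated with compounds 15 min at room temperature; reaction started with fluorescent substrate (50 nM final) and read kinetically at 0 and 10 min.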
# APEX1 inh – APE1 (human) endonuclease inhibition; P27695; recombinant APE1, TAMRA/BHQ-2 abasic DNA cleavage fluorescence; Potency, µM (top dose mostly 65.8 µM), for inactives: at the highest dose activity change, negative = inhibition, most hits filed as inhibitors; hit rate 0.35% among 350,000;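 note: potency is the fitted concentration of half-maximal effect; plate controls were vehicle for no effect and reference inhibitor for full effect; nearly all actives have a fitted effect of over 55% in size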
# Target sequence (P27695 whole entry, looked up): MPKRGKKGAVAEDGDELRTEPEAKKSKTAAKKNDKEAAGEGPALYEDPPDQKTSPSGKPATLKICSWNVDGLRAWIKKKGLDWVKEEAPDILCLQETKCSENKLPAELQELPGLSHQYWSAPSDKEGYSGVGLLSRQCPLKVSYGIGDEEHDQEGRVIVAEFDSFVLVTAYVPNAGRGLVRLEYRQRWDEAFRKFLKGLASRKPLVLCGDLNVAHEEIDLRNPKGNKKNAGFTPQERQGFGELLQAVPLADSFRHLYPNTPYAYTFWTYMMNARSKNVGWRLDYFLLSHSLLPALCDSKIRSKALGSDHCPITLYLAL
#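 APE1 at 0.75 nM final was preincubated with compound 15 min at room temperature, then 50 nM double-stranded THF abasic-site substrate (5'-TAMRA/3'-BHQ-2) was added. Fluorescence (ex 525/em 598 nm) was read kinetically; third-minus-first read gave activity.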
# The depositor's hits bear a star; i = inactive; ? = inconclusive; . = not tested or not shown; [ ] = remark or other dose. Unless noted, calls come from the whole dose curve; as a rule, active = well fitted curve in the direction sought with a large enough effect; inconclusive = small, poorly fitted or top-dose-only effect, or another doubt; inactive = no such curve, though single readings can be large; an effect the other way counts as inactive or inconclusive. Some of the compounds tested. The share of hits here may be higher or lower than overall.
SMILES,RXFP1 antagonist,BLM helicase inh,Tb PGK inh,Pol iota inh,POLB inh,Anesthetic bind,POLK inh,POLH inh,APEX1 inh
CC1CCN(c2ccc([N+](=O)[O-])cn2)CC1,-7,6%,0%,66%[activator],22%,-20%,-5%,-10%,3%
Cc1ccc(NC(=O)C2CCCC2)cc1Cl,-18,.,-2%,1%,.,.,-11%,-2%,.
CC(=O)c1ccc(NC(=O)CN(C)S(=O)(=O)c2cc3c(cc2C)NC(=O)CO3)cc1,1,0%,i,8%,-12%,3%,-8%[60.1 µM],-1%,.
Cc1ccc(/C=C/C(=O)Nc2ccc(Cl)cc2Cl)cc1,-8,0%,7%,16%,-12%,-4%,-3%[60.1 µM],-12%,.
CSCC[C@H](NC(=O)OC(C)(C)C)c1nnc(SCc2cccc(F)c2)o1,-6,-3%,-10%,19%,3%,-21%,-7%,-22%,-5%
CN(CCC1CCOCC1)C(=O)CC1C(=O)NCCN1Cc1ccccc1F (stereo not given),-1,0%,-6%,18%,26%,-4%,-3%,-7%,-2%
COc1ccc2nc(NCCO)[nH]c2c1,-6,-1%,-7%,9%,-2%,-9%,0%,-4%,-3%
CCOC(=O)c1ccccc1NC(=O)COC(=O)C1CCN(S(=O)(=O)c2ccccc2C(=O)OC)CC1,-12,.,-5%,-7%,.,.,-6%,-15%,18%
Cc1ccc(C(=O)N2CCN(c3ccc([N+](=O)[O-])c(N4CCOCC4)c3)CC2)cc1,-10,-3%,3%,118%[activator],0%,-6%,-2%,-22%,1%
CN1CCc2c1nc1ccccc1c2NC(=O)CN1CCCC1,-14,-11%,-10%,-7%,27%,5%,-5%,-11%,0%
O=C(Oc1ccccc1F)c1ccc2c(=O)n3c(nc2c1)CCC3,4,.,7%,?,.,.,-28%,?,18%
CC(=O)C1=C(C)NC(=O)NC1c1ccccc1OCC(=O)NCCc1ccccc1 (stereo not given),-4,2%,1%,3%[58.9 µM],-1%,-10%,0%,-9%,-4%
O=C(Oc1cccc2cccnc12)c1ccco1,-8,3%,i,14%,32%[activator],2%,-1%,0%,5%
O=C(Nc1cc(S(=O)(=O)N2CCCCC2)ccc1N1CCOCC1)c1ccc(F)cc1,-20,.,i,2%,.,.,-7%,-19%,29%
Cc1cc(C)cc(NC(=O)CCN2C(=O)c3ccccc3C2=O)c1,0,-4%,-8%,-14%,28%,32%,-4%,-16%,-8%
COC(=O)c1cc(C(=O)OCC(=O)NCc2ccc3c(c2)OCO3)cc([N+](=O)[O-])c1,-3,3%,10%,13%,-3%,-12%,-2%,-6%,-9%
CCC(C)N(C(=O)COC(=O)CSc1ccc([N+](=O)[O-])cc1)C1CCS(=O)(=O)C1 (stereo not given),-17,0%,-3%,68%[activator],11%,-7%,0%,-18%,13%
CCN(CC)S(=O)(=O)c1cccc(C(=O)Nc2cccc(C)c2)c1,7,-8%,-5%,-9%,12%,-21%,-12%,-19%,0%
CCN1C[C@@H]2[C@@H]3C(=O)N(Cc4ccccc4)C(=O)[C@@H]3[C@](Cc3ccccc3)(C(=O)OC)N2C1=NC,.,.,-2%,15%,.,.,5%,-3%,14%
CCCCC1N2CC3([N+](=O)[O-])CN1CC([N+](=O)[O-])(C2)C3(C)C (stereo not given),27,4%,-8%,4%,18%,-3%,-9%,-7%,-3%

# Some of these compounds in order of their number in POLK inh, smallest number first.
Molecule	RXFP1 antagonist	BLM helicase inh	Tb PGK inh	Pol iota inh	POLB inh	POLK inh	POLH inh	APEX1 inh
O=C(Oc1ccccc1F)c1ccc2c(=O)n3c(nc2c1)CCC3	4	.	7%	?	.	-28%	?	18%
CCCCC1N2CC3([N+](=O)[O-])CN1CC([N+](=O)[O-])(C2)C3(C)C (stereo not given)	27	4%	-8%	4%	18%	-9%	-7%	-3%
COc1ccc2nc(NCCO)[nH]c2c1	-6	-1%	-7%	9%	-2%	0%	-4%	-3%

# The results go on:
SMILES,RXFP1 antagonist,BLM helicase inh,Tb PGK inh,Pol iota inh,POLB inh,Anesthetic bind,POLK inh,POLH inh,APEX1 inh
Cc1ccc(NC(=O)c2ccc(OC(F)(F)F)cc2)cc1S(=O)(=O)N(C)C,9,-2%,6%,14%,0%,2%,-7%,-14%,-7%
O=C(Cc1sc(-c2ccccc2)nc1-c1ccccc1)Nc1ccc(Cl)cc1,-6,-6%,2%,8%,1%,-16%,-12%,5%,6%
Cc1ccccc1NC(=S)NCc1ccc2c(c1)cc(C)n2C,-9,-9%,-6%,38%[activator],0%,-13%,-15%,-17%,2%
Cc1ccc(C2=Nc3ccccc3N(CC(=O)Nc3ccccc3C)C(=O)C2)cc1C,-8,-1%,i,-17%,-2%,1%,-12%,5%,.
CCOc1ccc(NC(=O)CCCn2nc(C)c3c(C)n(-c4ccccc4)nc3c2=O)cc1,-22,-1%,3%,33%[activator],1%,-6%,-2%,-15%,32%
O=C(Cn1c(-c2ccccc2Cl)nc2ccccc21)Nc1cccc(Cl)c1,-4,-5%,-5%,33%[activator],0%,-5%,0%,-3%,10%
O=C(Nc1ccccc1-c1nnn(CC(=O)N2CCCc3ccccc32)n1)c1ccco1,9,-6%,i,-4%,?,-13%,-6%,-2%,-5%
COC(=O)c1cccc(CN2C(=O)SC(Nc3ccc(Br)cc3)C2=O)c1 (stereo not given),1,-13%,11%,-6%,9%,-8%,-12%,-12%,.
O=C(Cn1c2c(c(-c3ccccc3Cl)cc1=O)CCC2)NCCCN1CCOCC1,-33,-6%,0%,48%[activator],6%,-13%,-2%,-21%,-1%
COc1ccc(CCNC(=O)C(=O)NCC(c2cccs2)S(=O)(=O)c2ccc(F)cc2)cc1 (stereo not given),.,1%,-4%,0%,-2%,-5%,-4%[60.1 µM],-16%,.
CC(C)(C)c1ccc(C(=O)Nc2ccc3c(c2)C(=O)NC3=O)cc1,.,-1%,i,3%,25%,-8%,-6%,-3%,4%
COc1ccc(-c2cc(N3C(=O)Nc4ccccc4N3O)n[nH]2)c(OC)c1,-4,0%,-5%,11%,-1%,-13%,-2%,-14%,-7%
CCCCn1c(N)c(N(CCC(C)C)C(=O)C2CSC3(C)CCC(=O)N23)c(=O)[nH]c1=O (stereo not given),1,.,-5%,47%[activator],.,.,-12%,4%,2%
Cc1[nH]n(-c2ccccc2)c(=O)c1N=Nc1c(Cl)cccc1Cl,-7,-4%,-7%,?,14%,-3%,-1%,-8%,16%
CCc1ccc(S(=O)(=O)N/N=C(/C)c2ccncc2)cc1,7,2%,-1%,29%,31%,-10%,-11%,-4%,2%
COc1ccccc1/C=C1/SC(=S)N(C(C)C(=O)NC2C=CS(=O)(=O)C2)C1=O (stereo not given),10,0%,5%,-12%,0%,-23%,-7%,-7%,67%[activator]
Cc1ccn(S(=O)(=O)c2ccc(C(C)(C)C)cc2)n1,6,-11%,-1%,-15%,74%,?,-13%,-15%,7%
COc1ccc(Cl)cc1NC(=O)CSc1nnc(-c2ccncc2)n1CC1CCCO1 (stereo not given),-13,2%,-1%,4%,10%,-14%,7%,-7%,0%
COC(=O)[C@H]1C[C@@H](c2ccccc2)[C@H](C)C1(C)C,.,.,-6%,18%,.,.,3%,-13%,3%
Cc1ccc(S(=O)(=O)NC(N)=NCCc2ccc(Cl)cc2)cc1,-12,-2%,14%,10%,24%,-3%,-9%,-14%,3%
Cc1ccc(C(=O)N2NC(c3ccccc3F)C3C(=O)N(c4cccc(C)c4)C(=O)C32)cc1 (stereo not given),.,5%,-6%,?,-10%,-17%,-7%,-17%,13%
COc1ccc(-n2c(SCC(=O)Nc3cccc(S(N)(=O)=O)c3)nc3ccccc3c2=O)cc1OC,-8,-5%,7%,75%[activator],21%,-4%,-9%,-9%,0%
Cc1cccc(NC(=S)NC(=O)c2ccc(Br)o2)c1,-9,-3%,-2%,-17%,5%,-18%,-9%,-6%,6%
Cc1ccc(NS(=O)(=O)c2cccc(C(=O)O)c2)cc1S(=O)(=O)N1CCCCC1,-12,-8%,-3%,-5%,15%,-13%,-3%,?,-4%
O=C(NC12CC3CC(CC(C3)C1)C2)c1cncc(O)c1,9,0%,-12%,-9%,-1%,-10%,-1%,-7%,0%
CC(C)CNC(=O)C(=O)NCC(c1ccc2c(c1)OCO2)N1CCOCC1 (stereo not given),12,3%,-3%,11%,0%,-5%,-23%,-7%,33%
COc1ccc(S(=O)(=O)N2CCC3(CC2)OCCN3S(=O)(=O)c2ccccc2)cc1OC,-28,.,i,3%,.,.,2%,-17%,36%
O=c1c2ccc(Cl)cc2nc2n1CC/C2=C\c1cccc(O)c1,-11,-1%,-2%,6%,29%,-3%,-5%,-18%,-7%
COc1ccc(Cl)cc1C(=O)OCC(=O)c1ccc[nH]1,5,.,-6%,-13%,.,.,-11%,4%,8%
CCC(=O)Nc1ccc(Cl)c(NC(=S)NC(=O)c2ccco2)c1,-3,-2%,-6%,69%[activator],2%,6%,-17%,-16%,-3%
Cc1csc(SCc2ccc(C(=O)O)cc2)n1,-2,-3%,2%,21%,21%,-6%,-8%,4%,11%
Cc1nc(NCC2CC2)c2nnn(Cc3ccccc3)c2n1,-7,-6%,0%,157%[activator],-22%,-11%,4%,-22%,3%
NC(=O)COC(=O)/C=C/c1ccc(S(=O)(=O)N2CCCCCC2)cc1,-15,-1%,-1%,13%,-2%,-9%,8%,-9%,12%
CCOc1ccccc1Nc1nc2ccccc2[nH]1,8,-8%,-5%,0%,16%,1%,-30%,4%,1%
c1ccc(CSc2ncnc3c2sc2nc(N4CCOCC4)c4c(c23)CCCC4)cc1,4,0%,-1%,7%,-1%,-14%,-3%,-14%,2%
O=C(O)CNS(=O)(=O)/C=C/c1ccccc1,12,-6%,i,0%,-11%,1%,-14%,-3%,-6%
CCCCc1nc2cc(C(=O)N3CCCC3)ccc2o1,0,-11%,-5%,7%,-11%,-15%,-9%,-7%,2%
COCCSc1ccccc1C(=O)Nc1nnc(C)s1,11,0%,.,0%,19%,-6%,-4%,7%,-2%
O=C1CCC[C@@H]2[C@H]3CCC[N+]4([O-])CCC[C@@H](CN12)[C@@H]34 (stereo not given in full),-7,0%,2%,-18%,23%,7%,-19%,-6%,-8%

# Screening results (PubChem BioAssay)
